ATXN2 expr inh: ATXN2 expression inhibition; hit rate 0.72% among 360,000; Potency, µM (highest dose often 57 µM), without a hit: at the top dose activity change, negative = inhibition, usual class: inhibitors; AID 1745845; HEK-293 ATXN2-luciferase reporter, luminescence, 24 h; also: potency is read from the fitted curve at half-maximal effect; % is scaled to controls: 0 for no effect and ±100 for the full control effect; nearly all actives have a fitted effect of over 55% in size
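qHTS (up to 57 uM final) was run with 24 h compound exposure of reporter cells at 37 °C. Each well was multiplexed: SteadyGlo luminescence measured ATXN2-luciferase expression after a fluorogenic Gly-Phe-AFC viability readout (25 uM final).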
MCF10A rerep: DNA re-replication induction in MCF 10a cells. MCF 10A DNA re-replication, Hoechst nuclear intensity, 48 h. Potency, µM (highest dose often 46.1 µM), inactives show top-dose activity, positive = re-replication, hits mostly activators. hit rate 2.9% among 350,000. AID 624296; also: potency is read from the fitted curve at half-maximal effect; % of control where 0% means no effect; nearly all actives have a fitted effect of over 50% in size
Nrf2 activator: activators of Nrf2 (ARE) signaling; AREc32 ARE-luciferase reporter (MCF7-derived line), luminescence, 24 h; Potency, µM (top dose mostly 46.1 µM), inactives show at the top dose activation, most hits filed as activators; hit rate 0.31% among 410,000; also: potency is read from the fitted curve at half-maximal effect; % of control where 0% means no effect; nearly all actives have a fitted effect of over 65% in size
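AREc32 cells carrying an ARE-driven firefly luciferase reporter were seeded at 1000 cells/well in OPTI-MEM with 5% FBS, then exposed to compound for 24 hr at 37 deg C. Luminescence was read with Steady-Glo after 30 min at RT.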
IL-1B inflam inh: blocks inflammasome-driven IL-1 beta release | THP-1 LPS/ATP IL-1B secretion, AlphaLISA, 16 h; hits give low values | activity change, % at 57.5 µM | hit rate 4.7% among 360,000 | AID 743279; in the data active = activity change below about -50%; inconclusive = mostly about -30% to -49%; also: % is scaled to controls: 0 for no effect and ±100 for the full control effect
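Secreted IL-1B measured by AlphaLISA bead assay after 16 h compound exposure of THP-1 cells; compounds (final up to 57.5 uM) added 1 h before LPS (250 ng/mL) and ATP (1.25 mM) stimulation; lower signal means less secretion.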
Nrf2 block: blocks Nrf2 signaling | A549 ARE-Fluc reporter, luciferase luminescence, 18-24 h | Potency, µM (titrated, usually from 46 µM), for the others: at the highest dose activity change, negative = inhibition, hits mostly inhibitors | hit rate 2.1% among 360,000; also: potency is read from the fitted curve at half-maximal effect; % is scaled to controls: 0 for no effect and ±100 for the full control effect; nearly all actives have a fitted effect of over 60% in size
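Quantitative HTS in A549 cells stably bearing an antioxidant response element-firefly luciferase construct. Inhibition of Nrf2-driven transcription was scored by luminescence after 18-24 h of compound exposure at 37 °C.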
TGFb SMAD3 inh: blocks TGF-b signaling. HepG2 CAGA-GFP TGF-b/SMAD3 reporter, GFP fluorescence, 18 h; TGF-beta stimulated, 500 pg/mL final. Potency, µM (highest dose often 46.1 µM), for the others: at the top dose activity, negative = inhibition, hits mostly inhibitors. hit rate 1.2% among 410,000. AID 588855; also: potency is read from the fitted curve at half-maximal effect; % is scaled to controls: 0 for no effect and ±100 for the full control effect; nearly all actives have a fitted effect of over 65% in size
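Smad-responsive CAGA-GFP expression was quantified in HEPG2 cells exposed to compounds and 500 pg/mL final TGF-beta for 18 h at 37 degrees C; unstimulated wells defined full inhibition.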
S2 tox: cell viability loss in ATXN counter-screen; S2 cells (HEK-293 line with an ATXN2-luciferase reporter) viability, CellTiter-Fluor protease fluorescence, 24 h; Potency, µM (highest dose often 56.7 µM), most hits filed as cytotoxic; hit rate 0.49% among 400,000; also: potency is read from the fitted curve at half-maximal effect; nearly all actives have a fitted effect of over 40% in size
A549 tox: kills or reduces viability of A549 cells in Nrf2 counter-screen. Potency, µM (titrated, usually from 46 µM), for the others: at the top dose activity change, negative = cytotoxicity, actives largely listed as inhibitors. hit rate 0.16% among 390,000. AID 504648. A549 ARE-Fluc cells, CellTiter-Fluor viability, 18-24 h; also: potency is read from the fitted curve at half-maximal effect; % is scaled to controls: 0 for no effect and ±100 for the full control effect
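A549 ARE-Fluc cells in 5% FBS OPTI-MEM, 5000 cells/well, rested 2 h then exposed to compounds in concentration-response for 18-24 h at 37 °C. Viability by CellTiter-Fluor fluorescence (Ex 405/Em 525) after 30 min; luciferase luminescence (BugLite, 15 min, RT) read afterwards.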
HepG2 tox: counter-screen for TGF-b inhibitors: cytotoxicity in HepG2 cells; AID 588856; Potency, µM (top dose mostly 46.1 µM), without a hit: at the top dose activity change, negative = cytotoxicity, actives largely listed as cytotoxic; HepG2 CAGA-GFP viability, ATP luminescence, 18 h; hit rate 0.76% among 410,000; also: potency is read from the fitted curve at half-maximal effect; some results filed as inactive show a strong effect at the top dose
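HepG2 CAGA-GFP cells (1000/well, DMEM with 1% FBS) received compound, then TGF-beta at 500 pg/mL final, and were incubated 18 hours at 37 degrees C. Viability was read by CellTiter-Glo luminescence. Media-only wells were set as complete cell-killing and DMSO as no toxicity.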
Numbers without * were called inactive; i = inactive; ? = inconclusive; . = not tested or not shown; & = joins results of further samples; [ ] = dose if it differs, or a comment. Unless noted, calls follow the shape of the dose curve; as a rule, active = well fitted curve in the direction sought with a large enough effect; inconclusive = small, poorly fitted or top-dose-only effect, or another doubt; inactive = no such curve, though single readings can be large; an effect the other way counts as inactive or inconclusive.

structure | ATXN2 expr inh | MCF10A rerep | Nrf2 activator | IL-1B inflam inh | Nrf2 block | TGFb SMAD3 inh | S2 tox | A549 tox | HepG2 tox
Cc1cc(Br)ccc1SCC(=O)OCC(=O)Nc1ncc(C(F)(F)F)cc1Cl | 1% | 16% | 0.0% | 12 | 0% | ? | i | -1% | 0%
Cc1ccc(CSCC(=O)Nc2cc(S(=O)(=O)N3CCOCC3)ccc2OC(C)C)cc1 | 6% | 23% | 3.0% | -6 | -13% | -40% | i | 1% | -14%
Cc1cccc(C)c1NC(=O)C1CCCN(S(=O)(=O)c2c(C)noc2/C=C/N(C)C)C1 (stereo unspecified) | 3% | . | -0.1% | . | 2% | -10% | i | 0% | -3%
CCc1ccccc1NC(=O)c1ccc(-n2c(C)ccc2C)cc1 | 9% | ? | 17% | -83* | -29% | -6% | ? | -12% | -8%
Cc1sc(NC(=O)c2ccco2)c(C(c2cccnc2)N2CCN(c3ccc(F)cc3)CC2)c1C (stereo unspecified) | -30% | 3% | -0.9% | ? | 15µM* | -20% | i | -12% | -15%
CC(C)CN(CCNC(=O)c1cc(-c2ccc(Cl)s2)nc2ccccc12)CC(C)C | -9% | . | -0.1% | . | 7%[9.27 µM] | 2% | i | 1% | -12%
Cc1c(Cl)cccc1NC(=O)CSc1nccn1C | 10% | 0% | -0.3% | -16 | 9% | -1% | i | 1% | 0%
O=C(COC(=O)c1ccc(CNS(=O)(=O)c2ccc(F)c(Cl)c2)cc1)NCC1CCCCC1 | 7% | 15% | -0.8% | 20 | -10% | 4% | i | -1% | 2%
CCC(=O)N1CCCC1(C)C(=O)Nc1ccc2c(c1)CCN2C(C)=O (stereo unspecified) | 5% | . | 0.3% | -3 | . | 17% | i | . | 10%
O=C1C(Cc2ccccc2)Nc2ncnc(N3CCOCC3)c2N1Cc1ccccc1 (stereo unspecified) | 13%&4% | 0% | 0.3%&0.1% | -4&14 | -13% | 0%&4% | i | -7% | 0%&2%
O=C(Nc1ccc(OC(=O)c2ccco2)cc1)c1ccco1 | 2% | -185%[0.0737 µM] | 0.7% | -17 | 5% | -2% | i | 2% | -13%
CCc1nnc(NC(=O)CSc2nnc3c(n2)[nH]c2ccccc23)s1 | 8% | 1% | -0.2% | 9 | ? | -9% | . | 0% | -18%
CCN(Cc1ccccc1)Cc1c(O)ccc2c(=O)c(-c3ccccc3Cl)c(C(F)(F)F)oc12 | -4% | . | -0.9% | . | ? | 11% | i | -10% | -11%
CCOC(=O)CC(=O)CSc1nc2ccccc2c(=O)n1CCc1ccc(S(N)(=O)=O)cc1 | -23% | . | -0.7% | . | . | -10% | ? | -1% | 2%
COc1ccc(C2/C(=C(\O)c3ccc4c(c3)CC(C)O4)C(=O)C(=O)N2Cc2cccnc2)c(OC)c1 (stereo unspecified) | -7% | 1% | 0.2% | 18 | 0% | -4% | ? | -5% | 2%
Cc1[nH]ccc(=O)c1OCc1c(F)cccc1Cl | 13% | -1% | 0.5% | 26 | 21% | -6% | i | -1% | 3%
Cc1ccc(OCc2nc3c4c(ncn3n2)-c2ccccc2CC42CCCC2)cc1 | 0% | -43%[inhibitor] | -0.1% | 14 | -6% | ? | i | 2% | 1%
O=C(Nc1ccc(Cl)cc1Cl)c1cccc(N2C(=O)C=CC2=O)c1 | ? | 13µM* | 8.9% | 0 | -14% | ? | i | -4% | -36%
CN(C)C(=O)CSc1nnc(Cc2ccccc2)n1CC1CCCO1 (stereo unspecified) | . | 0% | -1.3% | 7 | 3% | 29% | i | 5% | 11%
CCOc1ccccc1N1CC(C(=O)NCCC2=CCCCC2)CC1=O (stereo unspecified) | 23% | -9% | 3.3% | -18 | 0% | 4% | i | 0% | 10%
CCCC(C(=O)NC(C)(C)C)N(Cc1ccccc1Cl)C(=O)c1snc(C(N)=O)c1N (stereo unspecified) | -21% | 13µM* | 6.0% | 34 | -29% | ? | ? | -6% | 3%
Cc1cc(=O)[nH]c2c1c(C)nn2C1CCCCC1 | 1% | 6.5µM* | 0.3% | 4 | 15% | -11% | i | 9% | -1%
CCOCCn1c(N2CCN(c3ccc(OC)cc3)CC2)nc2c1c(=O)[nH]c(=O)n2C | -13% | 0% | 0.5% | 2 | ? | -2% | i | -6% | -6%
CCOc1ccc(C(=O)Nc2ccc3nc(Nc4cccc(C(F)(F)F)c4)cc(C)c3c2)cc1OCC | 4% | . | -0.2% | . | -24% | 9% | i | -8% | 4%
COc1cccc(/C(O)=C2\C(=O)C(=O)N(c3ccccn3)C2c2cccc(OC)c2OC)c1 (stereo unspecified) | 1% | 11% | 0.6% | 4 | -8% | 7% | i | -2% | -6%
Cc1cc(C)c(NC(=O)c2sc3nc(C)cc(C)c3c2N)c(C)c1 | -1% | . | -0.5% | . | 2% | 2% | i | -5% | 1%
Cc1cccc(C)c1NC(=O)CNC(=O)Cc1c[nH]c2ccccc12 | -1% | -2% | -0.9% | 7 | 1% | ? | i | 10% | -5%
CCc1c(C(=O)NCc2cnn(C)c2)csc1C | 0% | -1% | -0.2% | 16 | 9% | 4% | ? | -14% | 5%
COc1ccccc1CNC(=O)C1CCN(S(=O)(=O)N2CCCCC2)CC1 | -8% | ? | -0.3% | 0 | 0% | -3% | i | -3% | -1%
COc1ccc(NC(=S)N2CCC(C(O)(c3ccccc3)c3ccccc3)CC2)cc1 | 5% | 2% | 6.6% | -6 | 11% | ? | i | 8% | -1%
O=C(NCCN1CCC(n2c(=O)[nH]c3ccccc32)CC1)c1cccnc1 | 5% | . | -0.6% | 0 | . | . | i | . | .
Cc1n[nH]c(C)c1N1C(=O)c2cccc3c(N4CCCCCC4)ccc(c23)C1=O | -9% | ? | 3.4% | -18 | -2% | 474%[activator] | i | -4% | -36%
C=CCNC(=O)c1ccc(C)c(Br)c1 | 8% | 0% | -0.6% | -4 | . | 7% | i | 2% | -3%
O=C(CNC(=O)c1ccccc1)OCc1ccc([N+](=O)[O-])cc1 | -5% | 2% | -0.4% | 0 | 0% | 2% | i | 10% | 1%
COc1cc(CSC)nc(-c2ccccc2)n1 | -1% | -5% | 0.1% | 12 | 9% | 5% | i | 2% | 1%
Cc1ccc(C(CNC(=O)c2ccc(Br)o2)N2CCN(C)CC2)cc1 (stereo unspecified) | -3% | 1% | -0.4% | -10 | 2% | 4% | i | -7% | -5%
CCOC(=O)c1ccc(CNC(=O)Cn2nnc(-c3ccc(C)cc3)n2)o1 | 1% | -4%[9.22 µM] | 0.2% | -1 | -8% | 10% | i | 3% | -25%
Nn1c(=S)[nH]nc(Cc2ccc(O)cc2)c1=O | 4% | 1% | -0.3% | 24 | -5% | 18% | i | -1% | 13%
Cc1ccc2c(c1)c1c(n2CC(O)Cn2c(C)nc3ccccc32)C(=O)CCC1 (stereo unspecified) | -3% | 2% | -1.5% | -2 | -28% | 1% | i | -16% | -18%
O=C(Cn1c(-c2ccccc2)c[n+]2ccsc12)c1ccc(Br)cc1 | -25% | -10% | 4.8% | -86* | ? | -5% | ? | 0% | -16%
Cc1ccc(NC(=O)CCN2C(=O)CSC2=O)c(C)c1 | 11% | 1% | -0.5% | 3 | ? | -3% | i | -7% | 6%
CCc1ccccc1NC(=O)COc1ccc(N2CC(C(N)=O)CC2=O)cc1 (stereo unspecified) | 11% | -7% | -0.4% | -11 | 18% | 8% | i | 1% | 6%
COCCNC(=O)C(=O)N/N=C(\C)CC(=O)Nc1ccc(Cl)cc1Cl | 1% | 26% | 3.4% | -19 | 1% | -4% | i | -1% | -6%
CCC(CC)NCc1ccc(OC)cc1OC | 0% | -3% | 0.4% | 1 | . | 8% | i | 8% | 8%
O=[N+]([O-])c1cc(S(=O)(=O)NCCCN2CCOCC2)ccc1Cl | -26% | 16µM* | ? | -64* | ? | ? | i | -21% | 0%
O=C(/C=C/c1ccc(Cl)c(Cl)c1)n1cccn1 | -6% | 16% | ? | ? | ? | -8% | i | -4% | -10%
CCCCn1c(N)c(N(CC(C)C)C(=O)c2cccc(OCc3ccccc3)c2)c(=O)[nH]c1=O | -22% | 12% | 0.2% | -22 | -6% | -20% | i | 1% | 5%
C=CCn1c(O)c(C2=c3ccccc3=NC2=O)c2ccccc21 | ? | ? | -1.6% | 0 | -3% | ? | i | 0% | -81%
COC(=O)CCN(C1CCCCC1)S(=O)(=O)c1ccc(S(=O)(=O)NC2CCCCC2)cc1 | . | 12% | 0.2% | 32 | ? | ? | . | -1% | -25%
OCCSc1nc(N2CCOCC2)nc(N2CCOCC2)n1 | -12% | -3% | 0.3% | 30 | -14% | 4% | ? | -2% | -3%
O=C1CN(C(=O)c2ccc(S(=O)(=O)N3CCCCC3)cc2)C(c2ccc(F)cc2)c2cc(Br)ccc2N1 (stereo unspecified) | 2% | . | 5.0% | . | -18%[9.27 µM] | ? | i | -13% | -36%
COc1ccc(F)cc1C(=O)C1CCCN(Cc2cccn2-c2cccnc2)C1 (stereo unspecified) | . | 9% | 3.9% | 12 | 4% | ? | i | 1% | -30%
C/C(=N\NC(=O)Cc1csc(N2CCOCC2)n1)c1ccc(Cl)c(Cl)c1 | -27% | 13% | 0.1% | -58* | ? | 14% | . | 6% | -24%
CC(C)(C)OC(=O)N1CCC(c2c(C(=O)N3CCN(c4ccccc4F)CC3)cnn2-c2ccccc2Cl)CC1 | . | . | 0.3% | . | -15% | ? | . | 3% | -12%
COc1ccc(-c2csc(-c3cccs3)n2)cc1OC | 60%[activator] | 18% | ? | ? | ? | 13% | . | 0% | -1%
O=C(NCc1cccc(Cl)c1)C1=CC=CN2CCS(=O)(=O)N=C12 | -2% | -6% | 0.1% | 0 | 3% | 3% | i | 9% | 3%
Cc1cccc(S(=O)(=O)c2cn(C)c3cc(N4CCN(c5ccc(F)cc5)CC4)c(F)cc3c2=O)c1 | . | . | -0.1% | . | -13% | 24% | . | -11% | 0%
COc1cc2c(cc1OC)n(CC(=O)c1ccc(F)cc1)c(=O)n1nc(CCn3nc(C)cc3C)nc21 | . | . | 19% | . | . | -35% | . | ? | -25%

Screens from PubChem.
